# Source: PubChem BioAssay
# CHRM5 PAM – potentiates acetylcholine response at human M5 receptor. P08912. CHO-K1 hM5, Fluo-8 calcium, ACh EC20 PAM; 0% = ACh EC20, 100% = ACh EC100. activation, % at 3 µM. 360,000 tested, 0.3% active. AID 624038;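 active means activation above the run cutoff, the mean activation of all test compounds plus 3 SD, cut at about 18% in these data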
#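 System – CHO-K1 hM5 cells · Compound – 3 µM, single dose · Incubation – compound preincubation 140 s before EC20 acetylcholine addition · Technique – Fluo-8 calcium fluorescence · Measure – Max/basal fluorescence ratio as % of EC20–EC100 ACh window · Benchmarks – low control EC20 acetylcholine (0%), high control EC100 acetylcholine (100%) · Replication – singlicate, one well per test compound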
# CHRM5 antagonist – blocks acetylcholine activation of human M5 receptor. inhibition, % at 3 µM. CHO-hM5 cells, Fluo-8 calcium fluorescence, ACh EC80. 360,000 tested, 0.59% active. AID 624040;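 active means inhibition above a per-plate cutoff, the mean of that plate's test compounds plus 3 SD, cut at about 27% in these data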;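 further: 0% = acetylcholine EC80 with DMSO and 100% = DMSO without agonist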
# CHO-K1 Ca ag – M1 agonist counterscreen hit in parental CHO-K1 cells; activation, % at 3 µM; Fluo-8 calcium fluorescence; scaled to maximal ATP response, vehicle zero; 360,000 tested, 0.48% active; in the data active means activation above about 15%;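 further: untransfected CHO-K1 host cells lacking M1 receptor as counterscreen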
# M4 PAM – CHRM4 positive allosteric modulation | AID 624126 | 360,000 tested, 0.4% active | P08173 | CHO-K1 hM4/Gqi5, Fluo-8 calcium fluorescence, ACh EC20; 0% = ACh EC20, 100% = maximal ACh | activation, % at 3 µM;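 active means activation above its plate's cutoff, the mean activation of sample wells plus 3 SD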; further: some results filed as inactive read as strong as hits
# Target sequence (P08173 whole entry, looked up): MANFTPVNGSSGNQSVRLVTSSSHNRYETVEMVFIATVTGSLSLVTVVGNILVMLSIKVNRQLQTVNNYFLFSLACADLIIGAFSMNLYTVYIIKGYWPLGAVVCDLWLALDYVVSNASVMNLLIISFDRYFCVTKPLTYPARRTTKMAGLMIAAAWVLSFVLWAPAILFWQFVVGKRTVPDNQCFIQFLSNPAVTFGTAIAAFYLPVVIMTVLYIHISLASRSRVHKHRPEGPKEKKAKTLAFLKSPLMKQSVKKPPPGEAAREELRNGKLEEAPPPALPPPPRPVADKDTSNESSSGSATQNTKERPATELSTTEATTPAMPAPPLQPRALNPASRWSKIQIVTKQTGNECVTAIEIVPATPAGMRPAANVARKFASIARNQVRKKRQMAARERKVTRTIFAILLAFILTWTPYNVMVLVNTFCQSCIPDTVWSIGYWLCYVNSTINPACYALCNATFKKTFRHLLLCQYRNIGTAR
# CHRM4 agonist – CHRM4 agonism in calcium assay | P08173 | CHO-K1 hM4/Gqi5, Fluo-8 calcium fluorescence; vehicle 0%, full acetylcholine response 100% | activation, % at 3 µM | 360,000 tested, 0.14% active;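 active means activation above the run mean over all test wells plus 3 SD, cut at about 32% in these data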;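 further: peak over basal fluorescence ratio per well then scaled between controls; 0% = DMSO wells and 100% = acetylcholine at EC100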
# CHO-K1 Ca PAM – M1 PAM counterscreen hit in parental CHO-K1 cells; 360,000 tested, 0.02% active; AID 602247; ATP EC20, Fluo-8 calcium fluorescence; 0% at ATP EC20, 100% at ATP max; activation, % at 3 µM;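 active means activation above the run cutoff, the mean activation of all test compounds plus 3 SD, cut at about 40% in these data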;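 further: peak over basal fluorescence ratio in a 140 s read after ATP addition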
# CHRM5 agonist – agonists of human muscarinic M5 receptor (CHRM5); CHO-K1 hM5 cells, Fluo-8 calcium fluorescence; 0% DMSO wells, 100% maximal acetylcholine response; 360,000 tested, 0.19% active; activation, % at 3 µM;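 active means activation above the run's mean over test compounds plus 3 SD, cut at about 23% in these data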;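 further: signal is peak over basal fluorescence ratio across the kinetic read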
# CHO-K1 Ca antag – counter-screen for M1 antagonists: effect in parental CHO-K1 cells | 360,000 tested, 0.6% active | AID 602250 | ATP-induced calcium, Fluo-8 fluorescence | inhibition, % at 3 µM;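 active means inhibition above a per-plate cutoff, the plate's mean sample inhibition plus 3 SD, cut at about 24% in these data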;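 further: 0% = DMSO plus EC80 ATP and 100% = DMSO alone without ATP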
# M4 antag – antagonists of human muscarinic M4 receptor (CHRM4) | CHO-hM4 cells, ACh EC80, Fluo-8 calcium fluorescence | inhibition, % at 3 µM | P08173 | 360,000 tested, 0.73% active | AID 624125;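 active means inhibition above its plate's cutoff, the mean inhibition of sample wells plus 3 SD, cut at about 27% in these data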;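 further: 0% = acetylcholine EC80 with DMSO and 100% = DMSO without agonist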
# Numbers without * were called inactive.
Molecule	CHRM5 PAM	CHRM5 antagonist	CHO-K1 Ca ag	M4 PAM	CHRM4 agonist	CHO-K1 Ca PAM	CHRM5 agonist	CHO-K1 Ca antag	M4 antag
Cc1ccc(C2CC2C(=O)NN)cc1 (configuration not stated)	9.5	-7.9	0.8	2.9	0.3	24.9	-2.0	-20.3	-4.4
CCc1ccc(NC(=O)C2CCN(S(=O)(=O)c3ccc4c(c3)N(C(C)=O)CCO4)CC2)cc1	-0.4	2.1	3.4	-10.2	4.1	3.8	-2.9	-3.6	-9.6
COc1ccccc1C(=O)Nc1ccc2nc3n(c(=O)c2c1)CCCC3	1.5	-2.8	1.0	14.1	3.0	12.1	-1.5	-16.8	-23.2
O=C(Cc1ccc(S(=O)(=O)N2CCOCC2)s1)N1CCN(S(=O)(=O)c2ccc(Cl)cc2)CC1	-5.9	6.5	7.9	-6.7	9.6	18.4	2.2	3.5	10.9
CC(C)(C)C(=O)Nc1sc2c(c1C(=O)Nc1ccccn1)CCCC2	10.4	4.3	0.7	5.2	1.0	13.9	-1.4	-7.2	-2.3
O=C(COC(=O)c1ccc(S(=O)(=O)N2CCOCC2)cc1)NCc1ccccc1	0.2	0.1	1.6	7.6	2.3	15.9	0.7	-15.5	-3.1
COc1cc(/C=C/C(=O)NC(=O)c2ccccc2O)ccc1O	5.0	-10.0	1.0	0.2	0.7	1.3	0.4	-6.9	2.5
COc1ccc(CC(=O)NNC(=O)CCc2ccccc2)cc1	3.0	-15.0	-0.1	0.6	1.3	16.1	1.5	-8.6	-19.7
CC1(C)Oc2ccc(C(=O)NC3CCCCC3)cc2N(CC#N)C1=O	-1.4	8.4	2.7	-3.3	4.3	6.8	0.3	-8.7	-0.5
CCC(CC)C(=O)Nc1nnc(S(=O)(=O)N2CCCC2)s1	-3.9	1.5	1.6	4.7	0.9	23.3	0.1	-8.4	-2.1
CC(=O)N1C(C)(C)CC(=NOC(=O)c2ccc(C)cc2)CC1(C)C	5.2	-3.6	0.1	-3.1	0.6	1.4	1.6	-11.7	-3.3
COc1ccc(C(=O)CSc2nnc(CNC(=O)c3ccc(OC)cc3)n2C)cc1	0.2	5.4	0.1	4.0	-0.4	-9.2	-1.7	8.3	1.7
O=C(CSc1nc2[nH]c(=O)cc(O)c2s1)Nc1ccc(Cl)c(C(F)(F)F)c1	-0.3	10.1	0.5	3.8	0.9	19.9	3.6	-12.7	0.8
O=C(NCCCn1ccnc1)Nc1cccc2ccccc12	1.8	-0.4	-0.1	-2.9	1.4	-4.2	-2.3	15.8	-5.2
CC(C)(C)OC(=O)N[C@@H](Cc1ccccc1)C(=O)N1CCC(C(=O)N[C@@H](CCC(N)=O)C(=O)O)CC1	-5.2	10.2	0.5	-2.4	0.7	12.0	-0.1	-7.9	-15.5
COc1ccccc1CN1CCSCC1	-0.3	4.6	1.1	-2.6	0.9	9.9	-2.0	-4.5	7.6
COc1ccc2[nH]c(=O)c(CN(CC3CCCO3)C(=O)Nc3ccccc3)cc2c1 (configuration not stated)	-5.8	1.6	3.3	1.8	7.5	12.2	1.0	3.6	1.7
O=C1NC(=O)C(CSc2ccccc2)(c2ccccc2)N1 (configuration not stated)	5.9	9.2	1.4	0.6	0.7	18.9	-6.1	-14.3	9.5
CC(=O)NCC1CCCN(c2nc3nonc3nc2N(C)Cc2ccccc2)C1 (configuration not stated)	2.4	10.1	0.0	-3.3	0.9	12.1	-0.4	3.8	-1.8
COc1ccc(NC(=O)CCNS(=O)(=O)c2cc(Br)cnc2N)cc1OC	-1.9	13.7	1.4	6.7	1.1	9.0	-3.4	-20.8	-2.1
COc1ccc2nc(NC(=O)CCn3cccc3)sc2c1	-2.0	-5.2	0.0	8.8	0.1	17.8	-3.0	1.2	15.7
COc1ccc(NC(=S)N(CCCN2CCOCC2)Cc2cn(C)c3ccccc23)cc1OC	-3.1	-8.4	0.5	7.7	1.0	11.4	-3.6	-19.4	-15.4
COC(=O)c1ccccc1NC(=O)N1CCN(c2ccccc2)CC1	3.4	-6.6	-0.1	-0.7	0.4	-3.2	-3.4	12.9	-8.3
COC(=O)[C@H](CCSC)NC(=O)[C@@H](Cc1cnc[nH]1)NC(=O)OCc1ccccc1	-1.9	10.1	1.0	1.2	0.1	9.7	-2.7	-1.9	3.1
COC(=O)C1=C(C)N(Cc2ccccc2)C(=NCc2cccc(C(F)(F)F)c2)N[C@H]1c1cccc(C(F)(F)F)c1	-0.4	12.4	0.7	0.5	1.0	-1.3	2.9	-6.6	0.7
O=C(/C=C\c1ccc(-c2cccc([N+](=O)[O-])c2)o1)N1CCOCC1	-2.5	-1.3	2.2	0.0	8.2	18.8	-4.0	-16.7	-17.2
CCC1(c2ccccc2)NC(=O)N(CC(=O)Nc2ccccc2N2CCCC2)C1=O (configuration not stated)	-1.9	1.4	4.9	-1.7	10.6	-7.9	13.3	10.4	-11.7
Cc1ccc(Nc2nc(N)c(C#N)c(CC#N)c2C#N)cc1	6.8	-3.8	-0.5	5.4	2.3	4.9	-5.3	-3.6	1.8
Cc1ccc2nc(-c3ccccc3)c(CC(=O)O)c(C(=O)O)c2c1	9.8	-10.3	0.9	2.4	0.5	6.4	-1.4	-15.7	1.1
[O-]/[N+](=C\c1ccccc1)[C@@H]1CCCC[C@@H]1/[N+]([O-])=C/c1ccccc1	3.6	-10.4	0.6	14.7	1.2	10.3	-4.3	-12.0	-14.5
COc1ccc(N2CCN(C(=O)CSc3nnc(NC(=O)C4CC4)s3)CC2)cc1	1.0	10.0	0.8	6.4	1.6	12.8	-1.8	-10.2	-11.1
CCCNC(=O)C1(C)CCCN(C(=O)c2cccc(C(F)(F)F)c2)C1 (configuration not stated)	2.0	5.1	0.2	5.0	0.6	-3.1	0.5	-3.2	-6.2
COC(=O)c1ccccc1NC(=S)N(Cc1ccc2c(c1)OCO2)Cc1cc2cc(C)ccc2[nH]c1=O	3.3	-6.5	7.5	-3.4	0.8	16.9	-1.6	-2.0	6.0
CCN1CCN(CCCCOc2ccccc2F)CC1	2.8	-4.3	0.2	5.0	0.6	15.3	-3.9	-10.7	0.4
Nc1[nH][nH]c(=O)c1N=Nc1ccc2c(c1)OCO2	-0.8	-4.8	0.5	-4.8	-0.7	15.9	-3.9	-2.7	-0.9
COc1ccc(Cc2c(-c3ccco3)nc3ccc(Cl)cn23)c(C)c1	7.4	-6.8	-1.0	7.4	0.0	-7.2	5.5	16.7	0.4
CN(C)CCN(C(=O)CN1C(=O)c2ccccc2C1=O)c1nc2cc3c(cc2s1)OCCO3	1.2	-3.5	1.4	3.9	1.4	-19.9	-0.1	5.7	-3.2
Nc1[nH]nc2c1NN(c1ccc(Cl)cc1Cl)N2	-5.4	7.1	-0.5	20.1	1.7	-6.2	0.6	7.1	6.4
COc1cc(C2=NOC(C(=O)NCc3ccco3)C2)cc(OC)c1OC (configuration not stated)	13.0	-9.1	1.0	21.8	0.6	18.3	7.9	-13.5	-1.1
COc1cc(/C=C/c2ccc3cccc(O)c3n2)cc(Cl)c1OC	-0.7	5.6	0.5	-2.9	0.0	1.5	-6.2	-6.1	1.1
CC1CCN(C(=O)c2ccc(S(=O)(=O)Cc3ccccc3F)c([N+](=O)[O-])c2)CC1	0.2	-3.9	1.8	4.5	3.2	-10.1	0.0	11.7	1.2
Cc1cc(NC(=O)CN2C(=O)C3CC=CCC3C2=O)no1 (configuration not stated)	-1.1	1.6	0.4	5.4	1.3	16.2	-1.7	-16.9	-2.4
Cn1c(=S)oc2ccccc21	0.1	9.6	1.5	4.1	0.4	16.4	-0.5	-15.6	1.4
CN1CCCCC1CCN1c2ccccc2Sc2ccc(S(C)=O)cc21 (configuration not stated)	-18.4	98.4*	-0.1	-18.0	0.6	20.6	-1.7	-10.4	88.0*
COc1cc(NC(=O)c2sc3ncn(CC(=O)N4CCCCC4)c(=O)c3c2C)cc(OC)c1OC	2.7	1.2	0.5	-4.4	0.3	-3.9	-1.9	-6.7	-5.2
COc1cccc(NC(=O)CNc2cc(S(=O)(=O)N3CCOCC3)ccc2N2CCCC2)c1	0.4	1.3	-0.2	10.1	2.1	22.1	-6.6	-19.4	-6.3
CC(=O)Nc1ccc(Nc2cc(C)nc3ccccc23)cc1	4.2	4.8	-0.4	-2.8	0.4	-17.2	-2.2	3.2	9.5
CC(=O)Nc1ccc(-c2cc(C(=O)O)c3cc4ccccc4cc3n2)cc1	-2.7	-0.1	0.4	0.1	1.4	-8.4	1.6	-4.1	-3.8
Cc1cccc(C)c1NC(=O)C1CCCNC1 (configuration not stated)	1.5	-2.9	0.6	5.7	0.2	16.9	-3.3	-13.9	-12.5
CC(=O)NC12CC3CC(C1)CC(C(=O)N1CCN(c4ncccn4)CC1)(C3)C2	-4.6	10.1	1.4	3.3	1.1	1.2	-3.4	-7.4	-2.7
COc1ccc2c(c1)c(=O)oc1cc(OCC(=O)NC3CCCCC3)ccc12	-1.0	0.6	0.4	11.4	1.0	5.5	2.3	0.2	14.2
C=CCn1c(SCC(=O)Nc2cc(NC(C)=O)ccc2OC)nnc1-c1ccccn1	2.8	1.4	0.8	-5.9	6.5	13.2	3.0	-5.4	5.5
COc1ccc(N(C(=O)/C=C/c2ccc(OC)c(OC)c2)C2=CC3CCC(C2)N3C)cc1 (configuration not stated)	-4.4	4.7	5.9	4.7	0.1	14.2	-6.1	3.4	-1.1
Cc1ccccc1OCc1nnc(SCC(=O)Nc2ccc(N3CCOCC3)c(Cl)c2)n1C	0.7	1.6	1.7	-2.2	2.2	21.6	1.1	-3.0	5.0
O=C(CNCc1ccncc1)Nc1cc(S(=O)(=O)N2CCCCC2)ccc1Cl	4.8	4.5	-0.3	-6.4	1.0	-23.5	-2.6	20.7	14.4
COCCNC(=S)N/N=C/c1c(C)[nH]c2ccccc12	-2.8	-3.5	0.7	12.1	4.6	5.1	2.2	2.0	-4.0
